# Assay outcomes: PubChem BioAssay, National Center for Advancing Translational Sciences (NCATS)
# ELG1 DNA repair – blocks ELG1-dependent DNA repair in HEK293T cells | HEK293T ELG1-luciferase reporter, luminescence, 16 h; DNA damage induced by 5-fluorouridine | Potency, µM (titrated, usually from 46.1 µM), for the others: top-dose activity change, negative = inhibition, usual class: inhibitors | 2.3% of 330,000 active; further: potency means the concentration at half of the fitted maximal effect; on the % scale 0 is the no-effect control and ±100 the full control effect; nearly all actives have a fitted effect of over 55% in size
#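 Reporter activity after DNA damage by 5-fluorouridine is monitored. Compound-treated cells incubate 16 hr at 37 °C, then ONE-Glo is added for 30 min before luminescence reading.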
# BRCA1 expr up – activators of BRCA1 expression; MCF7-BRCA1-FFLuc reporter, luminescence, 48 h; response scale: scaled: vehicle 0%, 10 µM genistein 100%; Potency, µM (doses to about 46.1 µM), without a hit: at the highest dose activation, usual class: activators; 1.1% of 380,000 active; further: potency means the concentration at half of the fitted maximal effect; nearly all actives have a fitted effect of over 80% in size; some results filed as inactive show a strong effect at the top dose
#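 Compounds are tested at multiple concentrations on MCF7 BRCA1-luciferase reporter cells seeded at 2000 per well; after 48 h, a single luminescence end-point is taken and curves fitted to the normalized data.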
# TCR activator – activators of T cell receptors. primary human leukocytes, anti-CD3, IL-2 HTRF, 48 h. Potency, µM (top dose mostly 9.22 µM), for the others: at the highest dose activation of IL-2 secretion, usual class: activators. 330,000 tested, under 10 active; further: % of control where 0% means no effect
#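 Primary human leukocytes were stimulated with a-CD3 beads plus compounds for 48 hr without co-stimulation; secreted IL-2 was quantified by HTRF using a-IL-2-K (europium cryptate) and a-IL-2-d2, excited at 320nm with acceptor emission read at 665nm.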
# MLL CXXC-DNA inh – MLL CXXC-DNA interaction inhibition; AID 2662; MLL-CXXC / FITC-HOXA9 DNA fluorescence polarization; Q03164; 0.037% of 290,000 active; Potency, µM (titrated, usually from 115 µM), for the others: at the highest dose activity change, negative = inhibition, usual class: inhibitors; active means well fitted inhibition curve with a large enough effect in the polarisation, with a control signal flat, not every such curve was filed as active; inconclusive means small, poorly fitted or top-dose-only effect, or effect the other way, or a change in a side signal; inactive means no such curve, though single readings can be large or run the other way; the % refers to the polarisation; further: potency means the concentration at half of the fitted maximal effect
#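 Steps: dispense CXXC domain solution (7 uM) → pin compounds or unlabeled HOX-A9 DNA control → 5 min ambient → add FLSN-HOX-A9 solution (50 nM) → spin → 30 min ambient → fluorescence polarization. Tris pH 7.5/NaCl/DTT/BSA buffer.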
# TRPV1 agonist – human TRPV1 agonism | activation, % at 8.33 µM | Q8NER1 | 0.19% of 320,000 active | TRPV1-expressing cells, Fluo-8 calcium influx, agonist mode; in the data active means activation above about 80%; inconclusive means between about 30% and that limit; further: 0% is about no effect
#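 Fluo-8 calcium influx in TRPV1-expressing cells, kinetic read (ex 480/em 520 nm). Compound added and read 3 min for agonist activity, followed by capsaicin at EC20 final and 2 min further read for enhancement.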
# AT treatment – potential ataxia-telangiectasia treatments restoring KAP-1 phosphorylation; AID 485349; […] A-T fibroblasts, KAP-1 phosphorylation AlphaLISA; neocarzinostatin DNA damage 30 min before lysis; 0.19% of 320,000 active; Potency, µM (highest dose often 57.5 µM), for inactives: top-dose activation, actives largely listed as activators; further: potency means the concentration at half of the fitted maximal effect; % of control where 0% means no effect; nearly all actives have a fitted effect of over 45% in size
#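 ATM-like activity read as KAP-1 phosphorylation via AlphaLISA donor/acceptor antibody pairs after lysis and 6 hr at 25C. Cells were ATM-null patient fibroblasts ([…], hTERT), dosed 60 min, then exposed to the DSB inducer NCS for 30 min.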
# p53 reactivator – restores transcriptional activity of mutant p53 | H1299 p53-A138V BP100-luciferase reporter, luminescence, 24 h | Potency, µM (highest dose often 92.2 µM), for the others: at the top dose activity change, positive = activation, hits mostly activators | 0.063% of 320,000 active | AID 504706; further: potency means the concentration at half of the fitted maximal effect; % of control where 0% means no effect; nearly all actives have a fitted effect of over 45% in size
#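 H1299 (p53-null), stable ts p53-A138V + BP100-Luc; 1000 cells/well, Opti-MEM/10% FBS; cpd 4 pt, 1:5; 24 h, 37 deg C, 5% CO2; detection reagent 10 min RT; luminescence.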
# B2AR arrestin – beta2AR (human) beta-arrestin recruitment activity | beta-arrestin recruitment to beta2AR, cell-based reporter | Potency, µM (highest dose often 46.1 µM), without a hit: at the highest dose activation, most hits filed as activators | 0.02% of 330,000 active | AID 492947;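 further: potency means the concentration at half of the fitted maximal effect; 0% = DMSO controls and full agonism = EC100 isoproterenol or metaproterenol; nearly all actives have a fitted effect of over 65% in size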
# Target sequence (P07550 whole entry, looked up): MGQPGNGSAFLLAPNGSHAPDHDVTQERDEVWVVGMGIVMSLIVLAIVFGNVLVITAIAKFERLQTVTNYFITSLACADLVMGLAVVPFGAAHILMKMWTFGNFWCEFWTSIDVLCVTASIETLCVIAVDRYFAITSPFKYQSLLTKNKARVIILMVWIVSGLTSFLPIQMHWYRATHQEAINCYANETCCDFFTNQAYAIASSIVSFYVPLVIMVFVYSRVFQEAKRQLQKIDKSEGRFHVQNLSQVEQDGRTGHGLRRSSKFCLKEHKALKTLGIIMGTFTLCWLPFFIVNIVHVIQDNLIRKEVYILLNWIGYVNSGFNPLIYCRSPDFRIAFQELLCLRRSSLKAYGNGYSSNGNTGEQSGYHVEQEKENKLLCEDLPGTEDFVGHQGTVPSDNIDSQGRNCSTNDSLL
# a7 integrin act – activators of alpha7 integrin expression for muscular dystrophy; alpha7betagal myoblasts, beta-gal FDG fluorescence, 48 h; Potency, µM (titrated, usually from 38.3 µM), without a hit: top-dose activation, most hits filed as activators; 0.064% of 350,000 active; AID 624291;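 further: potency means the concentration at half of the fitted maximal effect; 100% = response of the positive control SU9516; nearly all actives have a fitted effect of over 60% in size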
#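 Alpha7betagal+/- myoblasts (passage 13) were plated 16-24 hr, then exposed to compounds (1:260 dilution of DMSO stock) for 48 hours at 37C. After MPER lysis, β-galactosidase reporter activity was read as FDG fluorescence (ex 480/em 540) after 30 minutes.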
# PTAP TSG101 blk – blocks PTAP/TSG101 interaction to inhibit HIV-1 budding; Q99816; Fluorescence polarization, FITC-PTAP peptide / Tsg101 binding; Potency, µM (highest dose often 115 µM), without a hit: at the highest dose activity change, negative = inhibition, hits mostly inhibitors; 340,000 tested, under 10 active; AID 493005; active means well fitted inhibition curve with a large enough effect in the main read-out, with a control signal flat, not every such curve was filed as active; inconclusive means small, poorly fitted or top-dose-only effect, or effect the other way, or a change in a side signal; inactive means no such curve, though single readings can be large or run the other way; further: potency means the concentration at half of the fitted maximal effect; % of control where 0% means no effect
# Target sequence (Q99816 whole entry, looked up): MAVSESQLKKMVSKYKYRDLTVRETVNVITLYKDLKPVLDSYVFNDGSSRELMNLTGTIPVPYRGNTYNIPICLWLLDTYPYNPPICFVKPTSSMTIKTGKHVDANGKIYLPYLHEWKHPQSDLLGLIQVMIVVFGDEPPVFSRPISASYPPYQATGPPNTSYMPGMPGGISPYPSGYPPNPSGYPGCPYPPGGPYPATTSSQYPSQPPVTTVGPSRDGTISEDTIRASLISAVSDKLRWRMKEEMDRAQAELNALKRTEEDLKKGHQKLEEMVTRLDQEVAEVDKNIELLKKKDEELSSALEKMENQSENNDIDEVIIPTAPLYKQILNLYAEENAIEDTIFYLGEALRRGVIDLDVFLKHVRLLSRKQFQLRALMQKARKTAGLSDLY
#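 FP read-out: FITC-PTAP peptide, 50 nM final, binding Tsg101 binding domain, 10 uM final; 20 min, r.t.; 10 mM HEPES pH 7.5, 0.15 M NaCl, 0.01% Tween 20, 3 mM EDTA, 0.1 mM TCEP.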
# Starred values were filed as active, the others as inactive; ? = inconclusive; . = not tested or not shown; [ ] = dose if it differs, or a comment. Unless noted, the call rests on the fitted dose curve; in most records, active means well fitted curve in the direction sought with a large enough effect; inconclusive means small, poorly fitted or top-dose-only effect, or another doubt; inactive means no such curve, though single readings can be large; an effect the other way counts as inactive or inconclusive.
structure	B2AR arrestin	BRCA1 expr up	AT treatment	p53 reactivator	ELG1 DNA repair	TRPV1 agonist	TCR activator	PTAP TSG101 blk	MLL CXXC-DNA inh	a7 integrin act
O=C(O)CC/C(=N/NC(=O)c1cccs1)c1ccccc1	-1.9%	41%	6%	?	?	7	2%[46.1 µM]	1%	-3%	42%
CCOC(=O)N1CCC(N2C(=O)c3ccccc3C2Nc2ccc(S(=O)(=O)N3CCOCC3)cc2)CC1 (stereo not given)	-0.2%	-14%	3%	7%	16%	2	-4%	-2%	0%	7%
C#CCOCCOCCOCCNc1nc(N2CCOCC2)nc(N2CCN(C(=O)CCCCCCCCCCNC(=O)[C@H](CO)n3cc(CCCCCN)nn3)CC2)n1	-0.1%	-12%	15%	3%	8%	-2	4%	-2%	.	17%
CCOC(=O)c1cc(NC(=O)c2ccccc2)c(=O)oc1-c1ccccc1	0.4%	7%	0%	2%	0%	?	6%	-3%	4%	3%
Cc1ccc(NC(=O)Nc2cnc3ccccc3c2)cc1	3.3%	?	-4%	24%	?	0	-6%	-2%	26%	-18%
CC(C)CCC[C@@H](C)[C@H]1CC[C@H]2[C@@H]3C(=O)C=C4C[C@@H](O)CC[C@]4(C)[C@H]3CC[C@]12C	-0.5%	0%	4%	3%	26%	-4	8%	-6%	.	.
COC(=O)c1cc(-c2ccccc2)sc1N	-0.4%	0%	0%	10%	?	3	10%	-6%	14%	6%
O=C(NCc1ccccn1)c1ccc2nc(C3CCCCC3)oc2c1	-0.1%	82%	0%	?	?	14	4%	-5%	10%	13%
COc1ccc(C2C(C(=O)NCCN(C)C)c3ccccc3C(=O)N2C)cc1OC (stereo not given)	-0.5%	1%	4%	-11%	13%	2	1%	-8%	-13%	-2%
COCCN(C(=O)CSc1nc2ccc(Cl)cc2[nH]1)c1c(N)n(Cc2ccccc2)c(=O)[nH]c1=O	-0.4%	-10%	9%	.	-7%	2	1%	.	5%	-3%
Cn1c(=O)c(=O)n(C)c2cc(S(=O)(=O)N3CCCCC3)ccc21	-0.3%	3%	-3%	-6%	8%	0	-2%	0%	5%	-1%
Cc1cc(C)c(NC(=O)CNC(=O)CN(C)Cc2ccc(Br)s2)c(C)c1	-0.3%	-32%	13%	-5%	-5%	3	-2%	1%	.	-16%
COc1ccc(-c2nc(C#N)c(NCCCN3CCOCC3)o2)cc1	-0.2%	13%	9%	3%	10%	-9	-2%	0%	8%	18%
COc1cc(CNC(=O)c2nc(Cn3nc(C)c(Br)c3C)no2)cc(OC)c1	0.4%	0%	2%	-4%	-1%	-10	-1%	-7%	5%	-23%
Cc1ccc(C(=O)O)cc1NC(=S)NC(=O)C(c1ccccc1)c1ccccc1	-0.8%	0%	16%	-3%	10%	-4	4%	0%	-5%	18%
CC(=O)Nc1sc(C)c(C)c1C(=O)OCC(=O)NCc1ccc(Cl)cc1	0.3%	-3%	6%	-5%	16%	0	-7%	1%	.	-19%
COCCNC(=O)CCn1nc(-c2ccc(Cl)cc2)c2ccccc2c1=O	-1.0%	21%	7%	9%	-6%	-3	-3%	0%	10%	-6%
COc1ccc(-n2c(SCC(=O)NCCCN3CCCC3=O)nnc2C(C)N2CCCCC2)cc1 (stereo not given)	0.0%	-3%	-2%	1%	5%	0	-7%	0%	1%	0%
COc1ccc(NC(=O)Nc2cc(C)ccc2F)cc1OC	-0.3%	?	13%	-2%	?	?	-2%	-2%	-19%	4%
CN(C)CCOC(C1CCCCC1)C1CCCCC1	0.1%	-1%	-6%	-10%	-7%	6	5%	-3%	19%	-16%
Fc1ccccc1-c1n[nH]c(=S)n1CC1CCCO1 (stereo not given)	0.1%	8%	5%	-1%	8%	-1	0%	-3%	6%	5%
COC(=O)c1cc(NC(=O)CN(c2ccc(OC)cc2)S(=O)(=O)c2ccc(F)cc2)ccc1Cl	0.2%	-37%	-1%	0%	?	5	-2%	-1%	8%	-6%
COCCCNC(=O)C1CCC(CNS(=O)(=O)c2ccc3c(c2)CC(C)N3C(=O)C2CC2)CC1 (stereo not given)	-0.2%	-10%	11%	-3%	1%	0	7%	-3%	-4%	-21%
Cc1nc(-c2ccc(Cl)cc2)sc1C1(C)CC(c2ccc(Cl)cc2)=NO1 (stereo not given)	.	0%	.	.	.	.	8%	-2%	.	18%
CC1=C(C(=O)N(C)C)C(c2cccs2)NC(=O)N1 (stereo not given)	0.2%	0%	2%	-1%	-3%	4	1%[46.1 µM]	-1%	4%	12%
COc1cc(NC(=O)COC(=O)/C=C/c2c(C)nn(-c3ccc(F)cc3)c2Cl)cc(OC)c1	-0.5%	-2%	-2%	-3%	?	4	5%	1%	0%	3%
O=C(CSc1ncccn1)NC(=O)NCc1ccco1	-0.2%	34%	-3%	1%	6%	2	4%	-4%	-7%	8%
CCOC(=O)c1sc(NC(=O)c2ccc3ncsc3c2)nc1C	0.4%	-56%	2%	?	?	?	4%	-5%	-3%	16%
CCC(C)N1CCN(S(=O)(=O)c2ccc3ccccc3c2)CC1 (stereo not given)	0.5%	-1%	-7%	-5%	-17%	0	-2%	-6%	5%	-14%
Cc1c(C(=O)NCc2cccnc2)sc2nc(-c3ccccc3)cn12	-0.7%	53%	-7%	6%	?	1	0%	-1%	.	9%
COc1cccc(NC(=O)C/C(C)=N/NC(=O)C2CCCCC2)c1	-0.2%	-7%	-5%	6%	3%	0	-3%	-6%	4%	11%
CCCCc1cc(=O)oc2cc(OCC(=O)N(CC)CC)c(Cl)cc12	0.1%	-23%	0%	-2%	-7%	7	0%	0%	-2%	22%
Cc1cc(=O)n2c(n1)SCOC2	-0.2%	5%	8%	-1%	-9%	8	4%	-1%	-9%	16%
COc1cc(/C=C(/C(=O)c2cccs2)c2nc3ccccc3[nH]2)ccc1O	-0.5%	-75%[inhibitor]	25µM*	-25%	?	3	-3%	-4%	13%	-60%[inhibitor]
CCN(CC)CCN(C)Cc1nc(C(c2ccccc2)c2ccccc2)no1	0.2%	-1%	-5%	-7%	6%	-6	3%	-2%	0%	-47%[inhibitor]
COc1cc(O)c(C(CC(=O)N2CCN(c3ccccc3)CC2)c2ccc3c(c2)OCO3)c(OC)c1 (stereo not given)	-1.0%	-6%	16%	-1%	14%	?	-3%	.	-3%	-33%
CN(O)C(=O)Nc1ccc([N+](=O)[O-])cc1	0.3%	-11%	-2%	-4%	-15%	-1	9%	-2%	-4%	5%
O=C1NC(=O)C2(CCCC2)N1	.	-2%	.	.	.	.	-6%	-4%	.	6%
FC(F)(F)C(Oc1nc(Nc2ccc(Cl)cc2)nc(N2CCOCC2)n1)C(F)(F)F	-1.0%	-2%	5%	9%	?	?	1%[46.1 µM]	-3%	-1%	16%
Cc1ccc(CSC2=Nc3ccccc3C3=NC(=O)CN23)cc1	-0.1%	35%	-1%	4%	7%	6	0%	-9%	3%	-18%
Cc1ccc2nc(C3CCCN3Cc3nc(CCC(C)C)no3)[nH]c2c1 (stereo not given)	-0.6%	-12%	1%	-1%	?	-6	-4%	-4%	2%	-16%
Cc1nn(CC(=O)O)c2ccccc12	-0.8%	-1%	.	-4%	15%	-3	7%	-4%	-22%	25%
Cc1onc(-c2c(Cl)cccc2Cl)c1C(=O)ONC(=O)c1cc(C(F)(F)F)cc(C(F)(F)F)c1	0.3%	-1%	-7%	-3%	18%	6	1%	0%	?	13%
COc1ccc(NC(=O)Cc2nnc(SCC(=O)c3ccccc3)n2C)cc1	0.0%	-18%	-23%	-1%	16%	5	-5%	-1%	-7%	-92%[inhibitor]
C=CCOC(=O)C1=C[C@H](C2CC2)[C@@H](CCCO)[C@H](OCC)O1	0.5%	5%	3%	1%	0%	3	0%	-2%	?	-1%
Cc1n[nH]c(C)c1CCCCOc1ccc([N+](=O)[O-])cc1	-0.1%	-7%	1%	.	9%	-4	0%	-6%	-1%	0%
O=C(Nc1ccc(F)c(F)c1)c1ccccc1	0.0%	75%	-8%	23%	?	?	-3%	-5%	.	-2%

# Two entries picked at random from the list so far, as already listed:
structure	B2AR arrestin	BRCA1 expr up	AT treatment	p53 reactivator	ELG1 DNA repair	TRPV1 agonist	TCR activator	PTAP TSG101 blk	MLL CXXC-DNA inh	a7 integrin act
O=C(CSc1ncccn1)NC(=O)NCc1ccco1	-0.2%	34%	-3%	1%	6%	2	4%	-4%	-7%	8%
COc1ccc(C2C(C(=O)NCCN(C)C)c3ccccc3C(=O)N2C)cc1OC (stereo not given)	-0.5%	1%	4%	-11%	13%	2	1%	-8%	-13%	-2%
